Screening results (PubChem BioAssay)
Giardia FBPA inh – inhibitors of Giardia lamblia fructose-1,6-bisphosphate aldolase. A8B2U2. 0.71% of 290,000 active. purified Giardia FBPA. Potency, µM (top dose mostly 59.6 µM), inactives show top-dose activity, negative = inhibition, actives largely listed as inhibitors; note: potency is the fitted concentration of half-maximal effect; nearly all actives have a fitted effect of over 55% in size
Target sequence (A8B2U2 whole entry, looked up): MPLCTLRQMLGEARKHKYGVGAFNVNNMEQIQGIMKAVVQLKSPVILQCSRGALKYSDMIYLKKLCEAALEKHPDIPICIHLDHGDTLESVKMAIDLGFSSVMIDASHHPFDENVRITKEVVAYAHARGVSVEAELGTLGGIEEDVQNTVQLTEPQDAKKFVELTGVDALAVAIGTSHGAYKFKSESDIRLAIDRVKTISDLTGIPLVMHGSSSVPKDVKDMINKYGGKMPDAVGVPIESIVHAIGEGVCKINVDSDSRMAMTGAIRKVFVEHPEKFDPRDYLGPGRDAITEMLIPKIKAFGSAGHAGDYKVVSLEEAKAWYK
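40 nM FBPA preincubated 10 min at RT with compound (up to 57.5 uM final), then substrate plus GAPDH/TPI/NAD/arsenate coupling and diaphorase/resazurin added. Fluorescence read after 20 min at RT, 525/598 nm.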
AmpC no deterg – AmpC beta-lactamase inhibition without detergent | P00811 | 0.52% of 330,000 active | AmpC nitrocefin hydrolysis, absorbance 480 nm, 0.0001% Triton | AID 485341 | Potency, µM (top dose mostly 57.1 µM), inactives show at the top dose activity change, negative = inhibition, most hits filed as inhibitors;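 note: potency is the fitted concentration of half-maximal effect; plate controls were no compound for no effect and no enzyme for full effect; nearly all actives have a fitted effect of over 20% in size; some results filed as inactive show a strong effect at the top dose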
Target sequence (P00811 whole entry, looked up): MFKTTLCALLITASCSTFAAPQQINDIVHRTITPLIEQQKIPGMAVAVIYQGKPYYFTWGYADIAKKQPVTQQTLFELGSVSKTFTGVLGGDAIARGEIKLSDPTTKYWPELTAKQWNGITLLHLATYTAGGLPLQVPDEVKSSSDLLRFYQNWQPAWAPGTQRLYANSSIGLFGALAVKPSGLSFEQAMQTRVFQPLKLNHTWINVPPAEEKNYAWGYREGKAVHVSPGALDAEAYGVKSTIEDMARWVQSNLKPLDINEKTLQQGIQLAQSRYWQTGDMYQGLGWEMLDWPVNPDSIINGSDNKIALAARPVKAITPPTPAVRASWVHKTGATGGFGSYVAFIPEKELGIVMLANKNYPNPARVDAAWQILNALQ
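AmpC (5.3 nM in the dispensed reagent) in 20 mM phosphate pH 7.0 with 0.01% (detergent screen) or 0.0001% Triton X-100 was preincubated with compounds for 15 min at room temperature. Nitrocefin was then added from an 800 uM solution, and hydrolysis was followed at 480 nm.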
HCV inhibitor – blocks hepatitis C virus. Huh7.5.1 HCVcc-Cre infection, luciferase reporter, 44 h. Potency, µM (top dose mostly 41.8 µM), for inactives: at the highest dose activity change, negative = inhibition, usual class: inhibitors. 3.4% of 340,000 active; note: potency is the fitted concentration of half-maximal effect
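After 44 h co-culture of compound, cells and HCVcc-Cre (~0.5 moi), substrate is added for 15 min at room temperature and luciferase measured over 15 sec. Cells were seeded at 1,000/well and pre-cultured 4 h.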
Sm TGR inh – blocks Schistosoma mansoni thioredoxin glutathione reductase. Q962Y6. purified TGR, DTNB reduction, TNB absorbance 405 nm. Potency, µM (titrated, usually from 114 µM), for inactives: at the highest dose activity change, negative = inhibition, usual class: inhibitors. 3% of 360,000 active. AID 485364; note: potency is the fitted concentration of half-maximal effect; nearly all actives have a fitted effect of over 60% in size
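Kinetic colorimetric format: TGR-catalysed, NADPH-driven DTNB reduction monitored via TNB absorbance. Enzyme dispensed at 20 nM; compound exposure 15 min at room temperature before reaction start.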
HCMV inh – blocks human cytomegalovirus replication | HFF cells, HCMV-luciferase reporter, 72 h; active compounds read low | activity change, negative = inhibition, % at 57.5 µM | 4.5% of 410,000 active | AID 1259415; in the data active = activity change below about -60%; inconclusive = no clear call, values can overlap the other calls; inactive = above about -39%
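After 16 h attachment at 37C, HFF cells received test compound and HCMV-luciferase (1 PFU/cell); reporter luminescence read 72 h later, data normalized against buffer-only and known inhibitor Salinomycin.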
AmpC detergent – inhibitors of E. coli AmpC beta-lactamase with detergent; P00811; AmpC hydrolysis of nitrocefin, absorbance 480 nm, 0.01% Triton; Potency, µM (highest dose often 114 µM), for inactives: top-dose activity change, negative = inhibition, most hits filed as inhibitors; AID 485294; 0.041% of 370,000 active;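 note: potency is the fitted concentration of half-maximal effect; 0% = no-compound wells and -100% = no-enzyme wells; nearly all actives have a fitted effect of over 25% in size; some results filed as inactive show a strong effect at the top dose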
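20 mM phosphate pH 7.0 + 0.01% (detergent screen) or 0.0001% Triton X-100; 5.3 nM AmpC reagent; cpd preinc 15 min RT; nitrocefin (800 uM stock) to start; A480 q20 s × 4 min; Activity was normalised to no-enzyme and no-compound control wells.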
An asterisk follows results filed as active; ? = inconclusive; . = no result given; & = joins results of further samples; [ ] = dose if it differs, or a comment. Unless noted, calls come from the whole dose curve; as a rule, active = well fitted curve in the direction sought with a large enough effect; inconclusive = small, poorly fitted or top-dose-only effect, or another doubt; inactive = no such curve, though single readings can be large; an effect the other way counts as inactive or inconclusive. Unless noted, % is set by controls: 0 for no effect and ±100 for the full control effect.

nr	molecule	Giardia FBPA inh	AmpC no deterg	HCV inhibitor
1	Cn1nc(C(=O)N2CCOCC2)c([N+](=O)[O-])c1C(=O)N1CCOCC1	0%	-17%	12%
2	N/C(=N\OC(=O)CCN1C(=O)c2ccccc2C1=O)c1ccccn1	0%	-12%	13%
3	CC1CCCC(NC(=O)c2ccc3c(c2)N(Cc2ccccc2)C(=O)CS3=O)C1C (centres undefined)	-3%	?	10%&16%
4	Cc1cc(C(=O)N2CCCC(CNS(=O)(=O)c3cccs3)C2)nn1C (centres undefined)	-4%	4%	0%
5	COc1ccc(CNC(=O)CCC(=O)N2CCSc3ccccc32)cc1	.	.	.
6	O=C(COc1ccc2c(-c3ccccc3)cc(=O)oc2c1)Nc1ccc(CN2CCOCC2)cc1	18%	18%	?
7	C=CCN(c1ccc(C(=O)Nc2ccc3c(c2)OCO3)cc1)S(C)(=O)=O	-8%	-21%	-29%
8	CC(C)Cc1nnc(NC(=O)CCC(=O)N2CCN(Cc3ccccc3)CC2)s1	3%	106%[activator]	-15%
9	CCS(=O)(=O)N1CC(=O)N(c2ccc(Cl)cc2C)C(C)(C(=O)NC2CCCCCC2)C1 (centres undefined)	.	.	.
10	COc1ccc(OC)c(-c2cc(C(=O)NCCN3CCOCC3)no2)c1	10%	-10%	?
11	Cc1cccc(C)c1NC(=O)CN(C)C(=O)/C=C/c1cccs1	1%	-21%	4%
12	CCOc1ccccc1NC(=O)CSc1nnc(C2CC2)n1CC	-5%	13%	11%
13	COc1ccc(NS(=O)(=O)c2cc(NC(=O)C3CC3)ccc2N2CCCCC2)cc1	0%	-36%	11µM*
14	Cc1ccccc1NS(=O)(=O)c1ccc(C(=O)N2CCCCCCC2)cc1	.	28%	-9%
15	O=C(Cn1ncc2c1-c1ccccc1OC2)Nc1nc2ccccc2s1	2%	-17%	12%

nr	Sm TGR inh	HCMV inh	AmpC detergent
1	-7%	-33	-8%
2	.	45	0%
3	10%	4	?
4	-11%	-33	-5%
5	6%	0	12%
6	-9%	-33	-5%
7	-15%	?	-1%
8	-5%	37	-5%
9	-3%	0	-1%
10	2%	16	?
11	-1%	-22	-11%
12	-9%	12	-12%
13	5%	-101*	-13%
14	-3%	-16	1%
15	0%	-2	-3%

Later entries
nr	molecule	Giardia FBPA inh	AmpC no deterg	HCV inhibitor
16	Cc1ccc(CCNC(=O)Cn2nc(C)c3c(C)n(-c4ccc(C)cc4)nc3c2=O)cc1	.	.	.
17	Cc1csc(NC(=O)CSc2nnc(-c3cccnc3)o2)n1	.	3%	7%
18	CCn1c(C)c(C(C)=O)c(N2CCN(C(c3ccccc3)c3ccccc3)CC2)nc1=S	-8%	8%[2.29 µM]	6.3µM*
19	CC(=O)NN1C(=O)/C(=C2/Sc3ccc(Cl)cc3N2C)SC1=S	-11%	-21%	19%
20	COc1ccc(C(=O)Nc2cc(-c3ccccc3)nn2-c2ccccc2)cc1	.	.	.
21	CCOC(=O)C1=C(Cc2ccc(C)cc2)C(=O)c2ccccc2C1=O	4µM*	-30%	.
22	CC(=O)Nc1ccc(NC(=O)C(C)OC(=O)c2ccc3c(c2)OCCO3)cc1 (centres undefined)	0%	-16%	-8%
23	CCOC(=O)CCc1c(C)c2ccc(OCc3cc([N+](=O)[O-])ccc3OC)cc2oc1=O	5%	-22%	-8%
24	Cc1nnc(N2CCC(C(=O)NCCc3ccccc3)CC2)c2nn(-c3ccc(Cl)cc3)c(C)c12	.	.	.
25	Cn1c(SCc2ccc(Cl)cc2)nnc1-c1ccc2nonc2c1	0%	-9%	13%
26	O=C1Nc2cc(C(=O)N3CCN(c4ccccc4F)CC3)ccc2NC1CSCc1ccccc1F (centres undefined)	-15%	-29%	.
27	CC(=O)c1cc(F)c(N2CCCCCC2)cc1C	3%	-9%	-6%
28	N#C/C(=C(/O)c1ccc(-c2cccc([N+](=O)[O-])c2)o1)c1nc2ccccc2s1	-1%	-43%	-21%
29	OC1CCN(c2c3c(nc4cc(-c5ccc(Cl)cc5)nn24)CCC3)CC1	-1%	-17%	?
30	COc1ccc(C(=O)NNC(=O)C(Cc2ccc(O)cc2)NC(=O)c2ccccc2NC(=O)c2ccc(OC)cc2)cc1 (centres undefined)	-10%	-1%	?

nr	Sm TGR inh	HCMV inh	AmpC detergent
16	10%	0	14%
17	-1%	74	4%
18	?	-18	3%
19	-6%	5	2%
20	8%	2	-4%
21	8.9µM*	43	-12%
22	4%	-19	-2%
23	5%	-16	-12%
24	10%	-11	16%
25	1%	-29	-2%
26	?	.	?
27	6%	45	-1%
28	-31%	6	3%
29	-5%	-10	1%
30	-2%	?	0%

Other structures:
nr	molecule	Giardia FBPA inh	AmpC no deterg	HCV inhibitor
31	O=C(COc1ccc(C(=S)N2CCOCC2)cc1)N1CCCC1	-6%	-17%	6%
32	N#CNC(=Nc1cccc(Cl)c1)Oc1ccccc1	-10%	-26%	-6%
33	CCOc1ccc(S(=O)(=O)NCCC(=O)NCC(c2ccc(F)cc2)N2CCOCC2)cc1 (centres undefined)	.	49%	1%
34	Cn1c(N)c(C(=O)COC(=O)CC2CC3CCC2C3)c(=O)n(C)c1=O (centres undefined)	1%	19%	-13%
35	Cc1cccc(OCCC(=O)Nc2ccc(F)c(F)c2)c1	-10%	-21%	3%
36	COc1ccc(CCC(=O)NC2CCCN(Cc3ccc(Cl)cc3)C2)cc1OC (centres undefined)	4%	16%	-15%
37	CCOc1ccccc1NC(=O)C1CCN(S(=O)(=O)c2cccc3cccnc23)CC1	0%	-2%	.
38	Nc1c(-c2ccc(Cl)cc2)nnn1-c1ccccc1	-14%	-21%	1%
39	CC1CCCN(c2c(S(=O)(=O)c3ccccc3)cnc3ccc(Cl)cc23)C1 (centres undefined)	.	.	.
40	CCCOc1ccc(N/C=C/C(=O)c2cc(OC)c(OC)c(OC)c2)cc1	5%	82%[activator]	?
41	COc1ccc(-c2cnc(C)o2)cc1S(=O)(=O)Nc1ccc(OC(F)(F)F)cc1	.	.	.
42	COc1ccc(CCNC(=O)CC(c2ccccc2)c2cccc(C)c2O)cc1OC (centres undefined)	-7%	29%	?
43	Clc1cccc(N2CCN(CCNc3nc4ccccc4n4cnnc34)CC2)c1	5%	5%	?
44	COc1ccc(CC(=O)NNC(=S)Nc2ccccc2)cc1Br	22%	-32%	12%
45	CC(=O)Nc1ccc(OCC(=O)Nc2ccc(Cl)c(S(=O)(=O)N3CCOCC3)c2)cc1	.	-19%	?

nr	Sm TGR inh	HCMV inh	AmpC detergent
31	5%	-25	-3%
32	-8%	-32	4%
33	-4%	14	-14%
34	5%	-29	6%
35	13%	-16	-9%
36	-2%	-29	?
37	-8%	-22	?
38	3%	59	3%
39	-3%	2	-1%
40	-3%	63	-3%
41	5%	-7	2%
42	-1%	?	-12%
43	3%	.	?
44	1%	13	?
45	.	-71*	.

An excerpt from above in order of SMILES length, rising:
nr	molecule	Giardia FBPA inh	AmpC no deterg	HCV inhibitor
32	N#CNC(=Nc1cccc(Cl)c1)Oc1ccccc1	-10%	-26%	-6%
35	Cc1cccc(OCCC(=O)Nc2ccc(F)c(F)c2)c1	-10%	-21%	3%
12	CCOc1ccccc1NC(=O)CSc1nnc(C2CC2)n1CC	-5%	13%	11%
17	Cc1csc(NC(=O)CSc2nnc(-c3cccnc3)o2)n1	.	3%	7%
31	O=C(COc1ccc(C(=S)N2CCOCC2)cc1)N1CCCC1	-6%	-17%	6%
10	COc1ccc(OC)c(-c2cc(C(=O)NCCN3CCOCC3)no2)c1	10%	-10%	?
2	N/C(=N\OC(=O)CCN1C(=O)c2ccccc2C1=O)c1ccccn1	0%	-12%	13%
14	Cc1ccccc1NS(=O)(=O)c1ccc(C(=O)N2CCCCCCC2)cc1	.	28%	-9%
20	COc1ccc(C(=O)Nc2cc(-c3ccccc3)nn2-c2ccccc2)cc1	.	.	.
29	OC1CCN(c2c3c(nc4cc(-c5ccc(Cl)cc5)nn24)CCC3)CC1	-1%	-17%	?
39	CC1CCCN(c2c(S(=O)(=O)c3ccccc3)cnc3ccc(Cl)cc23)C1 (centres undefined)	.	.	.
9	CCS(=O)(=O)N1CC(=O)N(c2ccc(Cl)cc2C)C(C)(C(=O)NC2CCCCCC2)C1 (centres undefined)	.	.	.
24	Cc1nnc(N2CCC(C(=O)NCCc3ccccc3)CC2)c2nn(-c3ccc(Cl)cc3)c(C)c12	.	.	.

nr	Sm TGR inh	HCMV inh	AmpC detergent
32	-8%	-32	4%
35	13%	-16	-9%
12	-9%	12	-12%
17	-1%	74	4%
31	5%	-25	-3%
10	2%	16	?
2	.	45	0%
14	-3%	-16	1%
20	8%	2	-4%
29	-5%	-10	1%
39	-3%	2	-1%
9	-3%	0	-1%
24	10%	-11	16%

(listing goes on)
nr	molecule	Giardia FBPA inh	AmpC no deterg	HCV inhibitor
46	O=C(c1cc(F)c(F)cc1Cl)N1CCN(c2ncccn2)CC1	8%	-4%	7%
47	CN(CC(=O)Nc1ccccc1Br)C(=O)CCSc1ccc(F)cc1	.	23%	3%
48	O=C(Nn1cnnc1)c1ccccc1Cl	-6%	0%	8%
49	CN1C(=O)/C(=C2\SC(N3CCCCCC3)=NC2=O)c2ccccc21	-11%	-1%	?
50	O=C(NC1CS(=O)(=O)CC1NCc1ccco1)c1ccccc1 (centres undefined)	-1%	-4%	22%
51	COc1cccc(Nc2c3c(nc4nncn24)CCC3)c1	.	.	.
52	Cc1ccc(C2(C)NC(=O)N(CC(=O)Nc3cc(S(=O)(=O)N(C)C)ccc3C)C2=O)cc1 (centres undefined)	13%	11%	-21%
53	CCn1c(C)nc2cc(C(=O)NNC(=O)CCC3CCCC3)ccc21	-1%	-9%	3%
54	COc1ccc(-n2nc(C(=O)N(C)C3CCCCC3)c3ccccc3c2=O)c(OC)c1	-7%	48%	1%
55	O=C(NCC1CCCN(Cc2nccs2)C1)c1cccc2ccccc12 (centres undefined)	.	-8%	-2%
56	CCOc1ccc(N(C)Cc2cc(=O)oc3ccc(OC)cc23)cc1	6%	-14%	?

nr	Sm TGR inh	HCMV inh	AmpC detergent
46	6%	14	8%
47	-3%	-34	-18%
48	8%	27	1%
49	1%	61	6%
50	-10%	-5	-12%
51	-4%	?	10%
52	-8%	-12	-10%
53	-1%	19	-12%
54	7%	-16	-9%
55	-27%	?	0%
56	-16%	-7	-11%
